Assay outcomes: PubChem BioAssay, The Scripps Research Institute Molecular Screening Center
OX1R antag-1: OX1R (human) antagonism; O43613; OX1R-expressing cells, FRET antagonist read-out; inhibition, % at 6.6 µM; hit rate 1.8% among 330,000; AID 485270; in the data active = inhibition mostly above about 38%, no sharp cut-off; inactive = mostly below about 40%;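 also: 0% = agonist challenge alone and 100% = reference antagonist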
Target sequence (O43613 whole entry, looked up): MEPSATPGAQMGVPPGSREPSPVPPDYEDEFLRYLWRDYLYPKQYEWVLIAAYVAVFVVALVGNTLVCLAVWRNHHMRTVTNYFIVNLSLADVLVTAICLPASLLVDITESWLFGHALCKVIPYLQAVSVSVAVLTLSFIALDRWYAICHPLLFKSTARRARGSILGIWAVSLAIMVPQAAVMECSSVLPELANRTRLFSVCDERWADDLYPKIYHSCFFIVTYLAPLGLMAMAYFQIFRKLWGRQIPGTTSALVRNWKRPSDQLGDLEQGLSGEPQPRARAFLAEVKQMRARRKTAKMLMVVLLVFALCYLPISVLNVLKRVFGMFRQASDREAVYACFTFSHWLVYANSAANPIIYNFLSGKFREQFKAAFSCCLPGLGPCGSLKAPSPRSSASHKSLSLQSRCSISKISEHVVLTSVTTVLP
OX1R antag-2: human HCRTR1 antagonism; hit rate 0.43% among 330,000; inhibition, % at 5 µM; AID 434989; CHO/OX1R cells, Fluo-8 calcium fluorescence, orexin A;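 active = inhibition above its plate's threshold, mean inhibition of all tested compounds on the plate plus 3 SD, cut at about 37% in these data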;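 also: 0% = orexin A challenge wells and 100% = SB-334867-A antagonist wells; not every result past the cut was called active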
Numbers without * were called inactive. Random draw from the library; overall some 2.1% were active at least once.

Clc1ccc2c(N/N=C/c3cccnc3)ccnc2c1 was read as OX1R antag-1 35 and OX1R antag-2 -22.
`CC(=O)N(C)c1ccc(NC(=S)Nc2ccccc2)cc1` gave OX1R antag-1 13 and OX1R antag-2 -14.
Screening S=c1[nH]nc(-c2ccccc2)n1C1C=CCCC1 (stereo unspecified) returned OX1R antag-1 14 and OX1R antag-2 -16.
`COc1cccc(/C=C(\C#N)C(=O)NC2CCS(=O)(=O)C2)c1` (stereo unspecified) gave OX1R antag-1 21 and OX1R antag-2 -10.
`O=C1c2ccccc2C(Nc2ccc(S(=O)(=O)N3CCOCC3)cc2)N1Cc1ccco1` (stereo unspecified) gave OX1R antag-1 7 and OX1R antag-2 -25.
Screening Cc1nn(-c2ccccc2)nc1CNC(=O)c1ncoc1-c1ccccc1 returned OX1R antag-1 10 and OX1R antag-2 -16.
`Cc1ccc(NC(=O)CSc2sc3c(O)cc(=O)[nH]c3c2C#N)cc1C` gave OX1R antag-1 10 and OX1R antag-2 6.
O=C(Nc1ccc2c(c1)OCCO2)C(=O)NC1CC1 was read as OX1R antag-1 29 and OX1R antag-2 -6.
CC1(C)CN2C(=S)N(c3ccccc3)C(c3ccccc3)N2C1 (stereo unspecified) was read as OX1R antag-1 13 and OX1R antag-2 4.
For CC1=CC(=NOC(=O)/C=C/c2ccccc2)C=C(C)C1=O the results were OX1R antag-1 82* and OX1R antag-2 3.
Screening CCN1CCN(c2cc3c(cc2F)c(=O)c(S(=O)(=O)c2ccccc2)cn3C)CC1 returned OX1R antag-1 13 and OX1R antag-2 -1.
CN(Cc1cccs1)C(=O)COc1cccc(-n2cnnn2)c1 was read as OX1R antag-1 0 and OX1R antag-2 -16.
O=C1Nc2ccccc2C12Nc1ccccc1-c1nc3ccccc3n12 (stereo unspecified) was read as OX1R antag-1 8 and OX1R antag-2 -23.
O=C(CSc1ncnc2scc(-c3ccccc3)c12)N1CCN(Cc2ccc3c(c2)OCO3)CC1 was read as OX1R antag-1 16 and OX1R antag-2 -32.
For COCCN1C(=NCCCOC(C)C)N[C@@H](c2ccccc2)C(C(=O)OC)=C1C the results were OX1R antag-1 27 and OX1R antag-2 -16.

Compounds from the list above containing an NH in an aromatic ring (2):
Screening S=c1[nH]nc(-c2ccccc2)n1C1C=CCCC1 (stereo unspecified) returned OX1R antag-1 14 and OX1R antag-2 -16.
`Cc1ccc(NC(=O)CSc2sc3c(O)cc(=O)[nH]c3c2C#N)cc1C` gave OX1R antag-1 10 and OX1R antag-2 6.

Going on with the list.
For CCN(Cc1ccccc1)S(=O)(=O)c1cc2[nH]c(=O)c(=O)[nH]c2cc1C the results were OX1R antag-1 0 and OX1R antag-2 -7.
Screening Oc1ccc2ccccc2c1C=NCc1ccccc1 returned OX1R antag-1 52* and OX1R antag-2 -18.
O=C(COc1cc(O)c2c(=O)cc(-c3ccccc3)oc2c1)c1ccc(F)cc1 was read as OX1R antag-1 2 and OX1R antag-2 -12.
For COc1cccc(NC(=O)CCN2C(=O)c3ccccc3S2(=O)=O)c1 the results were OX1R antag-1 4 and OX1R antag-2 -11.
Screening CCOc1ccc2c3c(c(=O)oc2c1OCC)CCCC3 returned OX1R antag-1 12 and OX1R antag-2 -26.
`O=C(c1ccccc1)c1c[nH]c2cc3c(cc2c1=O)OCCO3` gave OX1R antag-1 16 and OX1R antag-2 -3.
`Cc1cc(=O)[nH]c2c1c(C)nn2C(C)(C)C` gave OX1R antag-1 2 and OX1R antag-2 -14.
Screening O=[N+]([O-])c1ccc(S(=O)(=O)NCCCc2ccccc2)cc1 returned OX1R antag-1 0 and OX1R antag-2 -20.
CN=C(Nc1ccc(C)c(C)c1)SC1CC(=O)N(c2ccc(OC)cc2)C1=O (stereo unspecified) was read as OX1R antag-1 5 and OX1R antag-2 -35.
Screening CC(NC(=O)CCCc1c[nH]c2ccccc12)c1ccc(F)cc1 (stereo unspecified) returned OX1R antag-1 16 and OX1R antag-2 -16.
`COc1ccccc1C(=O)Nc1ccccc1SC(=O)c1ccccc1OC` gave OX1R antag-1 -1 and OX1R antag-2 10.
For COCCn1c(N)c(N(Cc2ccccc2)C(=O)c2ccc(-c3ccc(Cl)cc3)o2)c(=O)[nH]c1=O the results were OX1R antag-1 38 and OX1R antag-2 -38.
CCN(Cc1ccccc1)C(=O)CN1C(=O)c2ccccc2S1(=O)=O was read as OX1R antag-1 20 and OX1R antag-2 -9.
CN1C(=O)C(C)(C)c2cc(S(=O)(=O)N(C)Cc3ccccc3)ccc21 was read as OX1R antag-1 -2 and OX1R antag-2 -12.
For CC1CCN(C(=O)c2[nH]cnc2C(=O)Nc2ccc(Cl)cc2)CC1 the results were OX1R antag-1 4 and OX1R antag-2 -4.
Screening CCC(C(=O)O/N=C(\N)c1cccc(C)c1)c1ccccc1 (stereo unspecified) returned OX1R antag-1 15 and OX1R antag-2 -7.
Screening CC(C)(C)c1nnc(NC(=O)C2CCN(c3ncccn3)CC2)s1 returned OX1R antag-1 17 and OX1R antag-2 -10.
CC(C)c1ccc(NC(=O)C2CCC(CNC(=O)[C@@H]3Cc4ccccc4CN3)CC2)cc1 (stereo partly specified) was read as OX1R antag-1 1 and OX1R antag-2 -6.
`Cc1ccc(S(=O)(=O)N2CCC(C(=O)NC3CCCCC3C)CC2)cc1` (stereo unspecified) gave OX1R antag-1 20 and OX1R antag-2 -3.
Screening CC(=O)Nc1ccccc1NC(=O)c1cccc2ccccc12 returned OX1R antag-1 4 and OX1R antag-2 -13.
COc1ccc(C2NC(=O)C(C#N)=C(S)N2c2cccc(C)c2)cc1OC (stereo unspecified) was read as OX1R antag-1 4 and OX1R antag-2 -16.
Screening Cc1ccc(C(=O)Oc2ccccc2N2CCOCC2)cc1 returned OX1R antag-1 3 and OX1R antag-2 0.
For CC(C)CC(C(=O)NCC1CCCO1)N(C(=O)Cn1nnc(-c2ccc(F)cc2)n1)c1cccc(C(F)(F)F)c1 (stereo unspecified) the results were OX1R antag-1 8 and OX1R antag-2 -10.
`CCCCN1CC(COCc2ccccc2)Oc2ccccc2S1(=O)=O` (stereo unspecified) gave OX1R antag-1 30 and OX1R antag-2 11.
For O=C(Nc1cc(Cl)ccc1Cl)c1ccc(OC(=O)c2ccco2)cc1 the results were OX1R antag-1 8 and OX1R antag-2 -4.
`NC(=O)c1cnn2c(-c3cccc(C(F)(F)F)c3)ccnc12` gave OX1R antag-1 10 and OX1R antag-2 -25.
Screening COc1ccc(OC)c(-c2cc(-c3cccnc3)nc(N)c2C#N)c1 returned OX1R antag-1 8 and OX1R antag-2 -17.
Screening CC(C)(C)c1ccc(C(=O)/C(C#N)=C/c2cccs2)cc1 returned OX1R antag-1 6 and OX1R antag-2 -24.
COc1ccccc1CCC(=O)Nc1cc(S(=O)(=O)N2CCOCC2)ccc1N1CCCC1 was read as OX1R antag-1 17 and OX1R antag-2 -37.
Screening Cc1cc(C)cc(OCCCC(=O)O)c1 returned OX1R antag-1 2 and OX1R antag-2 4.
`O=C(Nc1ccccc1)N(Cc1ccc(Cl)cc1)CC(O)C(F)(F)F` (stereo unspecified) gave OX1R antag-1 0 and OX1R antag-2 -25.
For O=C(c1ccc(F)cc1)n1c(=S)nc2ccccn21 the results were OX1R antag-1 9 and OX1R antag-2 5.
For COc1ccc(C2(C)NC(=O)N(CC(=O)NCCC3=CCCCC3)C2=O)cc1OC (stereo unspecified) the results were OX1R antag-1 11 and OX1R antag-2 -36.
Screening COc1ccc(-c2cc(C(=O)Nc3ccccc3N3CCOCC3)c3ccccc3n2)cc1OC returned OX1R antag-1 42 and OX1R antag-2 -22.
COCCN(C(=O)COC(=O)/C=C/c1ccc(OC)c(OC)c1)c1c(N)n(Cc2ccccc2)c(=O)[nH]c1=O was read as OX1R antag-1 11 and OX1R antag-2 11.
Screening CCOC(=O)CSCC(=O)N1CCC(Cc2ccccc2)CC1 returned OX1R antag-1 8 and OX1R antag-2 -16.
Screening CCc1ccc(C(=O)N2CCCC2)s1 returned OX1R antag-1 9 and OX1R antag-2 -21.
Screening Cc1ccc(-n2c(-c3ccc(Cl)cc3Cl)n[nH]c2=S)cc1 returned OX1R antag-1 14 and OX1R antag-2 -12.
Screening CC12CC3(C)CC(C)(C1)CC(C(=O)NCc1cccnc1)(C2)C3 returned OX1R antag-1 5 and OX1R antag-2 -29.
For N/C(CC(=O)NC1CCCCC1)=N\OCC(=O)Nc1ccc(Cl)c(Cl)c1 the results were OX1R antag-1 13 and OX1R antag-2 -24.
Screening Cc1ccc(C)c(CN2CCCNC2=O)c1 returned OX1R antag-1 14 and OX1R antag-2 -10.
`CCOC(=O)Nc1ccc2c(c1)N(C(=O)CCN1CCOCC1)c1ccccc1S2=O` (stereo unspecified) gave OX1R antag-1 8 and OX1R antag-2 0.
Screening Cc1c(NC(=O)C(=O)/C=C(/O)c2ccccc2)c(=O)n(-c2ccccc2)n1C returned OX1R antag-1 23 and OX1R antag-2 -10.
Screening CCCc1c(O)nc(SCC(=O)N2CCCCC2)[nH]c1=O returned OX1R antag-1 10 and OX1R antag-2 5.
O=C(Nc1ccc2c(c1)OCCO2)C1CCCN1S(=O)(=O)c1cccc2cccnc12 (stereo unspecified) was read as OX1R antag-1 16 and OX1R antag-2 -18.

Overlap with the part before: 3 compounds, then new ones.
Screening Cc1c(NC(=O)C(=O)/C=C(/O)c2ccccc2)c(=O)n(-c2ccccc2)n1C returned OX1R antag-1 23 and OX1R antag-2 -10.
Screening CCCc1c(O)nc(SCC(=O)N2CCCCC2)[nH]c1=O returned OX1R antag-1 10 and OX1R antag-2 5.
O=C(Nc1ccc2c(c1)OCCO2)C1CCCN1S(=O)(=O)c1cccc2cccnc12 (stereo unspecified) was read as OX1R antag-1 16 and OX1R antag-2 -18.
`COc1c(Cl)cc(-c2noc(C)c2C(=O)NCc2ccccc2)cc1Cl` gave OX1R antag-1 13 and OX1R antag-2 -43.
CC(C)(C)CC(=O)O/N=C(\N)c1ccccn1 was read as OX1R antag-1 9 and OX1R antag-2 15.
For FCCCOc1ccc(-c2ccnc(-c3ccccc3)n2)cc1 the results were OX1R antag-1 51 and OX1R antag-2 26.
COc1ccc(CCNC(=O)c2sc3nc4n(c(=O)c3c2C)CCC4)cc1 was read as OX1R antag-1 13 and OX1R antag-2 -24.
For Fc1ccccc1CSc1nncn1NCc1cccs1 the results were OX1R antag-1 10 and OX1R antag-2 -7.
Cc1cc(C)nc(/N=C(/NC(=O)Nc2ccc(Cl)c(Cl)c2)Nc2ccccc2)n1 was read as OX1R antag-1 47 and OX1R antag-2 4.
Screening NC(=O)CN1CCN(c2nc(-c3ccc(F)cc3)cs2)CC1 returned OX1R antag-1 14 and OX1R antag-2 -23.
O=C(COC(=O)c1ccc(Br)o1)Nc1ncc(Cl)cc1Cl was read as OX1R antag-1 26 and OX1R antag-2 -8.
Screening COc1ccccc1NC(=O)C1=C(C)NC2=C(C(=O)CCC2)C1c1ccc(C)o1 (stereo unspecified) returned OX1R antag-1 22 and OX1R antag-2 -21.
For COc1ccccc1CN(C)CC(=O)NC(=O)NC1CCCCC1 the results were OX1R antag-1 1 and OX1R antag-2 -34.
Screening Cc1ccc(NC(=O)COc2ccc(N3CC(C(N)=O)CC3=O)cc2)c(C)c1 (stereo unspecified) returned OX1R antag-1 -1 and OX1R antag-2 8.
For S=c1[nH]nc(-c2ccccn2)n1/N=C/c1ccccc1 the results were OX1R antag-1 2 and OX1R antag-2 -9.
For COc1ccc(CNC(=O)c2cnc3scc(C)n3c2=O)cc1 the results were OX1R antag-1 11 and OX1R antag-2 -26.
`CN(Cc1c(F)cccc1Cl)C(=O)C1CC(=O)N(CCc2ccccc2)C1` (stereo unspecified) gave OX1R antag-1 14 and OX1R antag-2 -47.
For CN(CC(=O)NCc1ccco1)S(=O)(=O)c1ccc2c(c1)n(C)c(=O)c(=O)n2C the results were OX1R antag-1 8 and OX1R antag-2 -14.
For CSc1ccc(C#N)cc1NC(=O)c1ccccc1C the results were OX1R antag-1 29 and OX1R antag-2 -31.
Screening Cc1ccc(S(=O)(=O)N(C)C)cc1NC(=O)c1cc(-c2ccncc2)nc2ccccc12 returned OX1R antag-1 -1 and OX1R antag-2 -22.
Screening C[C@@H](CN1C2=NC[C@H](C)N2C[C@H]1Cc1ccc(O)cc1)NC(=O)CCC1CCCCC1 returned OX1R antag-1 8 and OX1R antag-2 -13.
For CCCCN(C(=O)CCC(=O)Nc1cc(C)on1)C(C(=O)NC(C)(C)C)c1cccc(OC)c1OC (stereo unspecified) the results were OX1R antag-1 22 and OX1R antag-2 -23.
Screening COCCNS(=O)(=O)c1ccc2c(c1)n(C)c(=O)n2C returned OX1R antag-1 4 and OX1R antag-2 -10.
Screening CN(CC(=O)Nc1ccccc1Cl)C(=O)CSc1nc2ccccc2s1 returned OX1R antag-1 34 and OX1R antag-2 -16.
`On1nnc2c3ccccc3c3ccccc3c21` gave OX1R antag-1 2 and OX1R antag-2 -17.
Screening O=C(Cc1coc2ccc3ccccc3c12)NCc1ccccc1 returned OX1R antag-1 27 and OX1R antag-2 -14.
`CCCOC(=O)Nc1ccc(N2CCCCC2)cc1` gave OX1R antag-1 4 and OX1R antag-2 -6.
`O=C(Nc1c2c(nn1-c1ccc(Cl)cc1)CS(=O)(=O)C2)c1ccccc1` gave OX1R antag-1 10 and OX1R antag-2 0.

In the list so far, these contain two or more sulfur atoms.
`Cc1ccc(NC(=O)CSc2sc3c(O)cc(=O)[nH]c3c2C#N)cc1C` gave OX1R antag-1 10 and OX1R antag-2 6.
O=C(CSc1ncnc2scc(-c3ccccc3)c12)N1CCN(Cc2ccc3c(c2)OCO3)CC1 was read as OX1R antag-1 16 and OX1R antag-2 -32.
For Fc1ccccc1CSc1nncn1NCc1cccs1 the results were OX1R antag-1 10 and OX1R antag-2 -7.
Screening CN(CC(=O)Nc1ccccc1Cl)C(=O)CSc1nc2ccccc2s1 returned OX1R antag-1 34 and OX1R antag-2 -16.
